FBA Mtb inh: Mtb FBA enzyme inhibitors, primary screen, biochemical, fluorescence, strain H37Rv. Fructose-bisphosphate aldolase (Mycobacterium tuberculosis (strain ATCC 25618 / H37Rv)), …. purified M. tuberculosis FBA, fluorescence read-out. inhibition, % at 1 µM. actives 2.3% (n = 360,000). AID 588726, 2011; in the data active = inhibition above about 27%;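 note: 0% = vehicle and 100% = reference inhibitor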
TcdB inh: TcdB glycohydrolase inhibitors, primary screen, biochemical, single point, plate reader | Toxin B (Clostridioides difficile), P18177 | TcdB glycohydrolase enzymatic assay | inhibition, % at 9.99 µM | actives 0.24% (n = 350,000); in the data active = inhibition above about 10%
PfHsp40 yeast: rescue of yeast from PfHsp40 toxicity, primary screen, S. cerevisiae, ATP luminescence; actives 0.68% (n = 340,000); S. cerevisiae expressing PfHsp40, growth rescue; growth rescue, % at 12.5 µM; AID 504582, 2011; in the data active = growth rescue above about 28%, passing the limit was not always enough;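 note: yeast W303a lacking pdr1 and pdr3 grown in galactose medium; growth measured after three days at 30 °C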
Mtb UGM inh: M. tuberculosis UGM enzyme inhibitors, primary screen, biochemical, fluorescence polarization, single point | UDP-galactopyranose mutase (Mycobacterium tuberculosis (strain ATCC 25618 / H37Rv)), … | purified UGM, fluorescence polarization probe displacement | inhibition, % at 10 µM | actives 0.06% (n = 320,000); in the data active = inhibition above about 10%, passing the limit was not always enough
BioA inh: M. tuberculosis BioA enzyme inhibitors, primary screen, biochemical, plate reader, single point, HTS; purified M. tuberculosis BioA enzyme; inhibition, % at 9.99 µM; actives 0.096% (n = 360,000); in the data active = inhibition above about 40%
Y pestis TopoI: Yersinia pestis topoisomerase I inhibitors, primary screen, biochemical, cleavage product accumulation, plate reader, single point; Y. pestis Topo-I cleavage product accumulation; DNA topoisomerase I (Yersinia pestis CO92); activity, % at 10 µM; actives 0.064% (n = 360,000); in the data active = activity above about 50%, passing the limit was not always enough; note: inactives centre near 2
FadD28 FP inh: inhibitors of FadD28 bisubstrate probe binding, primary screen, biochemical, fluorescence polarization, single point; Mycobacterium tuberculosis FadD28 fatty-acid-AMP ligase; inhibition, % at 12.5 µM; actives 0.22% (n = 360,000); in the data active = inhibition above about 8.5%, passing the limit was not always enough
GDH-TPI inh: GDH-TPI coupling enzyme inhibitors, primary screen, artefact control for M. tuberculosis FBA inhibitor project, biochemical, absorbance, full deck. GDH-TPI coupled enzyme counterscreen, NADH absorbance. inhibition, % at 4.8 µM. actives 1.2% (n = 360,000); in the data active = inhibition above about 30%;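 note: 0% = DMSO wells and 100% = wells lacking the enzyme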
Vc quorum ag: inducers of Vibrio cholerae quorum light production without autoinducers, primary screen, BH1578 luxS cqsA deficient, single point | AID 588436, 2011 | V. cholerae BH1578 lux reporter, luminescence, 6 h | activation, % at 18.7 µM | actives 0.16% (n = 350,000); in the data active = activation mostly above about 9.7%, no sharp cut-off; note: not every result past the cut was called active; inactives centre near 0; reference of the scale not given here
Numbers without * were called inactive; i = inactive; . = no result given; & = joins results of further samples. Outcome played no part in choosing rows. Share with any hit: about 4.6%.

SMILES | FBA Mtb inh | TcdB inh | PfHsp40 yeast | Mtb UGM inh | BioA inh | Y pestis TopoI | FadD28 FP inh | GDH-TPI inh | Vc quorum ag
Cc1cc(NC(=O)c2nn3cccnc3c2Cl)no1 | 3 | . | 0.1 | 1.8 | 12 | 4 | -3.7 | 7 | i
COc1ccc(C(=O)N2C(=S)NC(=O)/C2=C\c2ccc(C)cc2)cc1 | -1 | 0.7 | -1.8 | 5.3 | . | 25 | 0.1 | 24 | -0.2
CC(=O)c1ccc(OC(=O)CCc2nc3ccccc3s2)cc1 | 2 | 2.0 | 1.5 | -0.1 | . | 0 | -1.1 | 9 | -0.2
COC(=O)c1ccc(N2CCN(S(=O)(=O)c3ccc(C)cc3)CC2)c([N+](=O)[O-])c1 | 0 | . | -0.5 | -2.3 | 1.7 | 2 | -1.7 | 3 | i
Cc1ccccc1NC(=S)N(CCN1CCOCC1)Cc1ccccc1F | 1 | 0.6 | 1.4 | -7.4 | . | 1 | -0.9 | 7 | 2.8
COC(=O)C(NNc1ccc(F)cc1)(NC(=O)c1ccccc1)C(F)(F)F (stereo unspecified) | 4 | . | 1.0 | 0.6 | . | 8 | -0.8 | 8 | -0.6
COc1cccc(NC(=O)CN(C)C(=O)CCCc2nc3ccccc3s2)c1 | 0 | 2.9 | 3.5 | 1.6 | 0.4 | 10 | -0.6 | 1 | -1.2
CCOc1c(Cl)cc(Cl)cc1CNCCNCCO | 2 | . | 1.7 | 0.1 | 0.2 | 9 | 0.6 | 7 | -5.0
COc1cc(NC(=O)Cc2c(C(=O)O)n(C)c3ccccc23)cc(OC)c1OC | -2 | 1.6 | -1.0 | 1.9 | 0.1 | 16 | -0.3 | 2 | -1.0
CCOC(=O)C1(Cc2cccc(Cl)c2)CCCN(C(=O)c2ccc(COC)s2)C1 (stereo unspecified) | -2 | 0.7 | 2.5 | -0.3 | -0.9 | -3 | -5.2 | 2 | -0.3
COc1ccc(S(=O)(=O)Nc2ccc(F)cc2)c(C)c1C | 1 | . | 3.2 | 0.9 | 4.5 | 2 | -0.7 | 2 | -0.3
COc1ccc(OC(F)(F)F)cc1CC1(C)C(=O)Nc2ccc(S(=O)(=O)NC3CCCCC3)cc21 (stereo unspecified) | 2 | 1.0 | . | . | 0.2 | 21 | -3.5 | 9 | -0.4
CCc1n[n+](CC(=O)c2ccccc2)c(N)s1 | 1 | 1.6 | 5.7 | . | . | -1 | -2.0 | -7 | 0.3
CCCCCN=Cc1c(C)[nH]n(-c2nc3ccccc3s2)c1=O | -2 | . | 0.7 | -1.9 | -0.3 | 10 | -1.5 | 23 | -0.1
C=CC[C@H](CC(=O)N[C@H](CO)Cc1ccccc1)C(=O)N[C@H](COC(=O)[C@@H](CC=C)CC(=O)OC(C)(C)C)Cc1c[nH]c2ccccc12 | 0 | 2.1 | -1.1 | 2.1 | -1.6 | 10 | 0.3 | 8 | i
CCN(Cc1ccccc1)S(=O)(=O)c1cc2[nH]c(=O)c(=O)[nH]c2cc1C | 28* | -0.1 | 0.4 | -1.3 | -1.8 | 1 | -2.6 | 20 | -0.2
Nc1ccccc1C(=O)NCCN1CCNC1=O | 93* | 1.1 | -0.2 | 3.5 | . | 1 | 1.0 | 10 | 1.1
COc1cc(Cl)ccc1OCc1cc(C(=O)N[C@H]2CCCCNC2=O)no1 | 2 | 1.0 | 0.1 | -2.7 | 2.1 | 19 | -3.4 | 7 | -0.1
COC(=O)c1cc(S(=O)(=O)N2c3ccccc3CC2C)cn1C (stereo unspecified) | -1 | 2.7 | 2.1 | -1.6 | -0.4 | -5 | -3.4 | 3 | -0.1
O=C(CCSCc1ccccc1Cl)N1CCN(c2cccc(Cl)c2)CC1 | 4 | . | 9.6 | 1.8 | . | -1 | 2.9 | 5 | i
O=C(NNC(=S)NC1CC2C=CC1C2)c1ccncc1 (stereo unspecified) | 0 | -0.1 | 1.0 | -1.4 | -0.3 | 0 | -3.3 | 27 | -1.0
OCC1(Cc2ccccc2)CCN(Cc2cnc(-c3cccc4ccccc34)nc2)CC1 | -1 | 0.6 | -0.4 | 0.1 | . | 35 | -2.1 | -8 | -1.6
Cc1ccc(NC(=O)CSc2nnnn2C2CC2)cc1S(=O)(=O)N1CCOCC1 | 2 | 4.1 | 0.4 | . | . | 5 | -0.5 | 5 | i
CC(C)N(CCCNC(=O)Cn1ncc2c([nH]c3ccccc32)c1=O)Cc1ccccc1 | 5 | 0.1 | 1.8 | -0.4 | -3.0 | 3 | -6.3 | -8 | -0.3
O=C(O)c1cccc(N2C(=O)C=CC2=O)c1 | 9 | -1.7 | . | . | 0.0 | 1 | -0.9 | 14 | i
SMILES | FBA Mtb inh | TcdB inh | PfHsp40 yeast | Mtb UGM inh | BioA inh | Y pestis TopoI | FadD28 FP inh | GDH-TPI inh | Vc quorum ag
O=C1NC(=O)C(CCc2ccncc2)(CCc2ccncc2)C(=O)N1Cc1ccccc1 | 0 | 0.2 | 2.2 | 1.7 | . | 18 | -0.6 | -2 | -1.4
CCn1c(=O)cc(SCC(=O)N2CCC3(CC2)OCCO3)c2ccccc21 | 4 | . | 0.5 | -0.8 | 0.3 | 10 | -1.9 | 21 | -0.2
CC(C)[C@H](NC(=O)c1ccco1)C(=O)N(C)Cc1ccc(C(F)(F)F)cc1 | 1 | 0.0 | 2.1 | -1.6 | 1.0 | 0 | 0.9 | -6 | -0.2
c1ccc(CCNCCOc2ccccc2)cc1 | -1 | -0.1 | -0.9 | 0.0 | -0.8 | 4 | -2.8 | 3 | -0.3
CCN(Cc1ccccc1)C(=O)c1ccc(C)c(S(=O)(=O)N2CCCCC2)c1 | -3 | 0.9 | -2.0 | 0.9 | 11 | 24 | -3.1 | 1 | -0.3
COc1ccc(OC(=O)N(C)C[C@H]2OCc3cn(nn3)CCCC(=O)N([C@H](C)CO)C[C@@H]2C)cc1 | 7 | 1.0&1.2 | . | . | -0.6&0.3 | -3 | -1.0 | 8 | -2.4
COc1ccc(NC(=S)N2CCN(c3ncccn3)CC2)c(OC)c1 | 1 | -0.2 | 0.2 | 1.9 | . | 3 | 0.4 | 7 | -0.8
Cc1nnc(SCC(=O)NNC(=O)COc2ccc(Cl)cc2)s1 | -2 | -0.1 | 0.6 | -1.2 | -0.8 | 7 | 0.3 | 5 | -0.3
COc1ccc(C)cc1S(=O)(=O)N(CC(=O)Nc1cccc([N+](=O)[O-])c1)c1ccc(C)c(C)c1 | 3 | 0.5 | 0.3 | 2.5 | 7.3 | 5 | 2.6 | 15 | -0.5
O=C(CSc1ncnc2c1cnn2-c1ccccc1)Nc1ccc2c(c1)OCO2 | 0 | . | -0.7 | -0.3 | . | 10 | -2.4 | -3 | -0.6
COCc1c(Br)c(C)[nH]c(=O)c1C#N | 32* | . | -0.4 | -1.6 | 0.9 | 3 | -0.1 | 18 | 0.9
O=[N+]([O-])c1ccc(O)c(Nc2ncnc3ccc(Br)cc23)c1 | -6 | 1.6 | -0.3 | 3.6 | . | 2 | -1.8 | 8 | -0.3
CC1(C)CC(=O)c2sc(NC(=O)C3CC3)nc2C1 | -1 | 0.8 | 0.9 | 1.2 | 2.5 | -4 | 0.5 | 12 | -0.2
O=C(COC(=O)Cc1ccc(Cl)cc1)NCc1cccs1 | 0 | 3.5 | 2.6 | -0.5 | -0.2 | 6 | -2.9 | -1 | -0.5
Cc1cc(C)c(S(C)(=O)=O)c(N(C)N)n1 | -2 | -0.5 | . | 0.6 | . | 3 | -1.2 | 3 | -0.4
Cc1ccccc1NC(=O)C1CCCN1S(=O)(=O)c1ccccc1C(F)(F)F (stereo unspecified) | -3 | -0.8 | -1.5 | 2.3 | -1.2 | -2 | -9.1 | -13 | -8.1
O=C(/C=C\Nc1ccc(S(=O)(=O)Nc2ncccn2)cc1)c1cccc2ccccc12 | 4 | -3.0 | -0.3 | -4.5 | . | 1 | -1.7 | 55* | -1.2
CC(C)CC(=O)Nc1ccc(-c2cn3ccsc3n2)cc1 | 3 | . | -0.1 | -1.9 | -1.9 | -1 | -0.1 | 8 | -0.4
Cc1ccc(C)c(N2CCN(C(=O)C3CCN(S(=O)(=O)c4cccc5nsnc45)CC3)CC2)c1 | 2 | . | 4.6 | -4.7 | -0.9 | 34 | -2.8 | 3 | -0.3
CC(C)CNS(=O)(=O)c1cc(C(=O)O)c(Cl)cc1Cl | 1 | 0.4 | -0.9 | 0.8 | . | -7 | -3.0 | 4 | -0.4
CCC(=O)N1c2ccccc2NC2=C(C(=O)CCC2)C1c1cccnc1 (stereo unspecified) | -7 | . | -0.1 | 0.2 | -1.0 | -10 | -3.5 | 10 | .
C/C(N)=C(/C#N)C(=O)CSc1nnc(Nc2c(C)cccc2C)s1 | -2&-3 | -0.9 | -1.1&0.5 | 1.8 | 4.8 | -7&0 | -1.2&-1.6 | -2&2 | 0.6
CCOc1cccc(C(=O)Nc2ccc3ccccc3c2)c1 | -2 | 0.7 | -1.0 | -3.9 | 0.4 | 1 | -2.2 | 7 | i
CN(CCc1ccccc1)C(=O)CCc1nnc(Cc2ccc3c(c2)OCO3)o1 | -1 | 0.6 | -0.1 | -1.3 | -0.1 | 18 | 0.7 | -4 | .
CC(=O)/C(=N\Nc1ccccc1Cl)Sc1cccc2cccnc12 | -2 | . | 0.5 | -0.4 | 0.3 | 29 | -1.8 | 6 | -0.7
CCN(CC)C(=O)CSc1nnc(NC(=O)CCc2ccccc2)s1 | 3 | 1.2 | -0.5 | -1.9 | . | -3 | -1.4 | 1 | -0.3
O=C(NCC1CCOCC1)c1cc(COc2cccc(C(F)(F)F)c2)on1 | 0 | 1.2 | 0.3 | -2.8 | -0.4 | 13 | 0.2 | -2 | 0.9
CCCOC(=O)C1=C(C)NC(=O)NC1c1cccc2ccccc12 (stereo unspecified) | 3 | 0.1 | -0.1 | 0.5 | 0.4 | -4 | -1.3 | 2 | -0.3
Cc1ccc(NC2CC(=O)N(c3cccc([N+](=O)[O-])c3)C2=O)cc1 (stereo unspecified) | 2 | -5.3 | 0.1 | 1.6 | . | -3 | -3.0 | 4 | -0.2
CN(/N=C/c1ccco1)C1=NS(=O)(=O)c2ccccc21 | -1 | -0.5 | 1.1 | -0.1 | -0.7 | 9 | -3.9 | 24 | i

8 entries from above, reformatted:
| SMILES | FBA Mtb inh | TcdB inh | PfHsp40 yeast | Mtb UGM inh | BioA inh | Y pestis TopoI | FadD28 FP inh | GDH-TPI inh | Vc quorum ag |
| --- | --- | --- | --- | --- | --- | --- | --- | --- | --- |
| CCN(Cc1ccccc1)C(=O)c1ccc(C)c(S(=O)(=O)N2CCCCC2)c1 | -3 | 0.9 | -2.0 | 0.9 | 11 | 24 | -3.1 | 1 | -0.3 |
| COc1ccc(OC(=O)N(C)C[C@H]2OCc3cn(nn3)CCCC(=O)N([C@H](C)CO)C[C@@H]2C)cc1 | 7 | 1.0&1.2 | . | . | -0.6&0.3 | -3 | -1.0 | 8 | -2.4 |
| COc1ccc(NC(=S)N2CCN(c3ncccn3)CC2)c(OC)c1 | 1 | -0.2 | 0.2 | 1.9 | . | 3 | 0.4 | 7 | -0.8 |
| Cc1nnc(SCC(=O)NNC(=O)COc2ccc(Cl)cc2)s1 | -2 | -0.1 | 0.6 | -1.2 | -0.8 | 7 | 0.3 | 5 | -0.3 |
| COc1ccc(C)cc1S(=O)(=O)N(CC(=O)Nc1cccc([N+](=O)[O-])c1)c1ccc(C)c(C)c1 | 3 | 0.5 | 0.3 | 2.5 | 7.3 | 5 | 2.6 | 15 | -0.5 |
| O=C(CSc1ncnc2c1cnn2-c1ccccc1)Nc1ccc2c(c1)OCO2 | 0 | . | -0.7 | -0.3 | . | 10 | -2.4 | -3 | -0.6 |
| COCc1c(Br)c(C)[nH]c(=O)c1C#N | 32* | . | -0.4 | -1.6 | 0.9 | 3 | -0.1 | 18 | 0.9 |
| O=[N+]([O-])c1ccc(O)c(Nc2ncnc3ccc(Br)cc23)c1 | -6 | 1.6 | -0.3 | 3.6 | . | 2 | -1.8 | 8 | -0.3 |
